Source: PubChem
Apoferritin bind = candidate novel general anesthetic via apoferritin binding | actives 0.074% (n = 350,000) | AID 485281 | P02791 | apoferritin/1-aminoanthracene competitive binding, fluorescence | Potency, µM (series often up to 77.5 µM), without a hit: at the top dose activity change, negative = displacement, usual class: inhibitors; further: potency means the concentration at half of the fitted maximal effect; on the % scale 0 is the no-effect control and ±100 the full control effect; nearly all actives have a fitted effect of over 20% in size
Target sequence (P02791 2-175 limits assumed): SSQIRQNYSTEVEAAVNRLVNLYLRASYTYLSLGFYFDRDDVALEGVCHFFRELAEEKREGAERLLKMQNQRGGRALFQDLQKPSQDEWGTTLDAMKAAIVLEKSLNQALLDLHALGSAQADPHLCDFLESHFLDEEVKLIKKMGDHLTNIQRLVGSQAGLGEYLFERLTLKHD
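Probe: 1-aminoanthracene (50% saturated, PBS). Protein: horse-spleen apoferritin, 10 uM. Incubation: 10 min, room temperature. Detection: 380 nm excitation, 535 nm emission. Analysis: normalized response, four-parameter Hill.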
APE1 inh = blocks human APE1 abasic DNA cleavage; recombinant APE1, TAMRA/BHQ-2 abasic DNA cleavage fluorescence; AID 2517; Potency, µM (series often up to 65.8 µM), for the others: at the top dose activity change, negative = inhibition, actives largely listed as inhibitors; actives 0.35% (n = 350,000); P27695;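 further: potency means the concentration at half of the fitted maximal effect; plate controls were vehicle for no effect and reference inhibitor for full effect; nearly all actives have a fitted effect of over 55% in size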
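Kinetic fluorescence read (525 ex/598 em nm, three reads 60 s apart) of AP-site incision; signal = third minus first read. Enzyme 0.75 nM, dual-labelled THF duplex 50 nM, compound preincubation 15 min RT.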
ALOX12 inh = inhibitors of human 12S-lipoxygenase ALOX12; P18054; purified 12hLO, xylenol orange hydroperoxide absorbance; Potency, µM (highest dose often 108 µM), for the others: at the highest dose activity change, negative = inhibition, hits mostly inhibitors; actives 1.1% (n = 580,000); AID 1671190; further: potency means the concentration at half of the fitted maximal effect; on the % scale 0 is the no-effect control and ±100 the full control effect
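Purified human 12hLO (150 nM final) in 25 mM Hepes, 0.01% Triton X-100, pH 7.0 was preincubated 15 min at room temperature with compound. Then 40 uM arachidonic acid was added, 30 min. Hydroperoxide was read by Fe-XO absorbance ratio 573/405 nm.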
TRHR ag = agonists of human TRH receptor | P34981 | TRHR cells, calcium flux fluo-8, FDSS agonist mode | activation, % at 2 µM | actives 0.18% (n = 360,000) | AID 493084; in the data active means activation above about 30%; further: 0% is about no effect
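Agonist-mode FDSS calcium read (Ex 480/Em 530, 1 s cycles) in 1536-well TRHR cells with fluo-8 dye, after 10-cycle baseline and 23 nL compound addition; TRH at EC20 (10 nM final) added afterwards for the enhancer phase.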
POLB inh = DNA polymerase beta (human) inhibition | AID 485314 | Pol beta primer extension/strand displacement, fluorescence kinetic | actives 1.3% (n = 340,000) | P06746 | Potency, µM (titrated, usually from 114 µM), without a hit: at the top dose activity change, negative = inhibition, actives largely listed as inhibitors; further: potency means the concentration at half of the fitted maximal effect; on the % scale 0 is the no-effect control and ±100 the full control effect
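Pol beta (10 nM) was preincubated with compound for 15 min at room temperature. The reaction was then started with 50 nM substrate and read immediately and after a further 10 min at room temperature.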
Pol kappa inh = DNA polymerase kappa (human) inhibition; Q9UBT6; purified Pol kappa, fluorescent DNA synthesis assay, 10 min; Potency, µM (highest dose often 107 µM), without a hit: top-dose activity, negative = inhibition, usual class: inhibitors; actives 0.53% (n = 400,000); AID 588579; further: potency means the concentration at half of the fitted maximal effect; on the % scale 0 is the no-effect control and ±100 the full control effect
Target sequence (Q9UBT6 whole entry, looked up): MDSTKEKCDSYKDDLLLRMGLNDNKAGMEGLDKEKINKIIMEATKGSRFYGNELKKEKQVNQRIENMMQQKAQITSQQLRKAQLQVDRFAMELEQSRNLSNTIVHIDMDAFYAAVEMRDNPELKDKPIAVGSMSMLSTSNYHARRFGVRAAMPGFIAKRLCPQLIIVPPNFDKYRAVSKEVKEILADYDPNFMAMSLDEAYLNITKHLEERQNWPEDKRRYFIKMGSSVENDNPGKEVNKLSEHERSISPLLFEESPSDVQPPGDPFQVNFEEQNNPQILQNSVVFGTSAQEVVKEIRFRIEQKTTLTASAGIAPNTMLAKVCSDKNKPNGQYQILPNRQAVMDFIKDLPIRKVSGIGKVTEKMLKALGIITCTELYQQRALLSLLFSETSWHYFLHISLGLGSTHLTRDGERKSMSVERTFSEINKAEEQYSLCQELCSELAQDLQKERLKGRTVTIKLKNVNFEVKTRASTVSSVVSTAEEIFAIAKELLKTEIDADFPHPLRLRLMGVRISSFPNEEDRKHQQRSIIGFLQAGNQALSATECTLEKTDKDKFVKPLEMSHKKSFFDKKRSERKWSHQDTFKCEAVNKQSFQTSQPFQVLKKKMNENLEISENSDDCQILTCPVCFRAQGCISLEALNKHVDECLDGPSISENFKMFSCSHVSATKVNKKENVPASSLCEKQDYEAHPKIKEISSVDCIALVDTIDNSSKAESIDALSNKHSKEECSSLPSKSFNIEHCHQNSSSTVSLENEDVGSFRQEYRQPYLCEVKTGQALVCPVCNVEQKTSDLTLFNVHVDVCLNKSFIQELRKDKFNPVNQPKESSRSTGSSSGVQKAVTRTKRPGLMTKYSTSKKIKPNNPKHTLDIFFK
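Kinetic fluorescence screen: compound preincubated 15 min RT with 10 nM enzyme; 50 nM substrate (final) initiates; reads at 0/10 min.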
ERG-DNA inh = blocks human ERG Ets domain binding to DNA | P11308 | actives 0.028% (n = 370,000) | fluorescence polarization, His-ERG Ets domain / labelled DNA | Potency, µM (highest dose often 76.9 µM), for the others: top-dose FP activity, negative = inhibition, most hits filed as inhibitors; active means well fitted inhibition curve with a large enough effect in the polarisation, with a control signal flat; inconclusive means small, poorly fitted or top-dose-only effect, or effect the other way, or a change in a side signal; inactive means no such curve, though single readings can be large or run the other way; the % refers to the polarisation;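 further: polarization taken with two DNA probes labelled with fluorescein and Texas red; potency means the concentration at half of the fitted maximal effect; % of control where 0% means no effect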
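His-tagged ERG Ets domain (1 uM in the protein solution; 300mM KCl, 50mM Tris-HCl, 1mM EDTA, 1mM DTT, pH 7.5) received compound, then a probe mix of 5 nM fluorescein-DNA and 100nM Texas-615-DNA. Fluorescence polarization was read for both dyes.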
Pol iota inh = DNA polymerase iota (human) inhibition; Q9UNA4; Pol iota fluorescent replication assay, 10 min; Potency, µM (series often up to 115 µM), without a hit: at the top dose activity, negative = inhibition, usual class: inhibitors; actives 1% (n = 390,000); AID 588590; further: potency means the concentration at half of the fitted maximal effect
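Pol iota at 10 nM preincubated 15 min with compounds at room temperature; reaction started with fluorescent substrate, 50 nM final. Fluorescence read kinetically at 0 and 10 min; buffer-only wells as negative control.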
BLM helicase inh = inhibitors of human Bloom syndrome helicase BLM | P54132 | recombinant BLM DNA unwinding, fluorescence dequenching | Potency, µM (series often up to 56.1 µM), inactives show top-dose activity change, negative = inhibition, most hits filed as inhibitors | actives 0.2% (n = 350,000) | AID 2528;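 further: potency means the concentration at half of the fitted maximal effect; plate controls were vehicle for no effect and no enzyme for full effect; nearly all actives have a fitted effect of over 35% in size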
Numbers without * were called inactive; i = inactive; u = inconclusive; x = no result given; [ ] = remark or other dose. Unless noted, the call rests on the fitted dose curve; in most records, active means well fitted curve in the direction sought with a large enough effect; inconclusive means small, poorly fitted or top-dose-only effect, or another doubt; inactive means no such curve, though single readings can be large; an effect the other way counts as inactive or inconclusive. The list is partial (hit frequency here may not be typical).

1	N=c1c2c3c(sc2ncn1Cc1ccccc1)CCCC3
2	COc1ccc(S(=O)(=O)N2CCC(C(=O)N[C@@H](C)C(=O)N3CCCCCC3)CC2)cc1
3	CCOC(=O)c1oc2nc(C(C)C)c3c(c2c1N)CCC3
4	Cc1ccc(C)c(-n2c(SCC(=O)NC(C(=O)O)C(C)C)nnc2-c2cccc(Cl)c2)c1 (centres undefined)
5	O=C(Nc1cccc(F)c1)c1cccnc1NCCc1ccccc1
6	Cc1ccccc1Nc1cc(C(=O)NCc2ccco2)c2ccccc2n1
7	C/C(=C\C(=O)Nc1nccs1)c1ccccc1
8	O=C(Nc1nnc(S(=O)(=O)N2CCCC2)s1)c1cccc([N+](=O)[O-])c1
9	Cc1ccccc1CN(C)CC(=O)Nc1c(C)cccc1C(C)C
10	S=C(Nc1ccc(Cl)cc1)Nc1cccc2cnccc12

assay / compound	1	2	3	4	5	6	7	8	9	10
Apoferritin bind	-9%	4%	-3%	-6%	-14%	-10%	-18%	-8%	-15%	2%
APE1 inh	15%	45%[activator]	-2%	-2%	-6%	-4%	-7%	27%	u	6%
ALOX12 inh	-9%	-2%	-6%	1%	u	-9%	7%	x	u	u
TRHR ag	1.5	0.2	-0.7	0.2	1.2	0.0	0.0	0.4	-1.1	0.4
POLB inh	-1%	-21%	1%	7%	17%	19%	20%	4%	-1%	29%
Pol kappa inh	2%	-3%	-10%	2%	-18%	-17%	-7%	-4%	11%	-7%
ERG-DNA inh	14%	4%	-16%	-4%	-5%	x	12%	0%	4%	-10%
Pol iota inh	9%	18%	-8%	101%[activator]	0%	10%	0%[58.9 µM]	21%	8%	227%[activator]
BLM helicase inh	-14%	0%	-3%	-1%	-10%	-1%	3%	-3%	-1%	-17%

11	CCCCNS(=O)(=O)c1ccc2nc(-c3cccnc3)cc(C(=O)NCC(OC)OC)c2c1
12	N#Cc1ccc(Sc2ccccn2)c([N+](=O)[O-])c1
13	O=C(CCn1c(=O)c2cccn2c2cccnc21)NCc1ccc(Cl)cc1
14	CCS(=O)(=O)N1CCN=C1SCc1ccc(F)cc1
15	Cc1cccc(NC(=O)c2c(C)cc(=O)oc2C)n1
16	CCOc1ccc(N(C(=O)CNS(=O)(=O)c2ccccc2)C(CC)C(=O)NCc2ccco2)cc1 (centres undefined)
17	CCOC(=O)N1CCC(Nc2c(NCCCN3CCN(c4ccc(OC)cc4)CC3)c(=O)c2=O)CC1
18	O=C1Nc2ccccc2C12OC1CCCCC1O2 (centres undefined)
19	Cc1cccc2nc(-c3cccc(NS(=O)(=O)c4ccccc4)c3)cn12
20	Cc1cc(=O)oc2c(CN3CCN(CCO)CC3)c(O)ccc12

assay / compound	11	12	13	14	15	16	17	18	19	20
Apoferritin bind	-1%	1%	-3%	-12%	-6%	u	-7%	-18%	2%	640%[activator]
APE1 inh	16%	-15%	x	1%	-3%	6%	1%	10%	x	2%
ALOX12 inh	62%[activator]	-1%	-10%	-3%	-14%	-7%	0%	8%	-5%	-12%
TRHR ag	0.2	0.7	-0.2	-0.1	0.6	0.3	-0.1	-0.2	-0.9	0.4
POLB inh	7%	17%	1%	-5%	5%	-8%	6%	0%	11%	-28%
Pol kappa inh	8%	1%	0%	7%	2%	-5%	1%	-7%	1%	8%
ERG-DNA inh	4%	0%	7%	1%	x	-11%	0%	x	-3%	3%
Pol iota inh	-2%	132%[activator]	19%	23%	22%	19%	8%	33%[activator]	u	17%
BLM helicase inh	-3%	-2%	-9%	2%	-2%	-6%	2%	-6%	-4%	2%

21	CCCCn1c(N)c(N(CC(C)C)C(=O)c2ccco2)c(=O)[nH]c1=O
22	O=C(COc1ccc2c(c1)CCC2)NCc1ccc(Cl)cc1
23	Cc1c(C(c2ccccc2Br)c2c(C)n(C)n(-c3ccccc3)c2=O)c(=O)n(-c2ccccc2)n1C
24	Cc1cccc(Cc2nnc(CCC(=O)N(C)CCc3ccccc3)o2)c1
25	CN(C)CCNC(=O)/C=C/c1cn(-c2ccccc2)nc1-c1cc2ccccc2oc1=O
26	Cc1cc(-c2ccc(C)c(S(=O)(=O)NCCN3CCC(C)CC3)c2)on1
27	OCC[C@@H]1C[C@H](O)[C@@H](O)[C@]2(CCCCO2)O1
28	Cc1nc2nc(NC(=O)c3ccccc3F)[nH]n2c(=O)c1Cl
29	CSCC[C@H](NC(=O)CCNC(C)=O)c1nc2ccccc2[nH]1
30	Fc1ccc(C2C3=C(Nc4ncnn42)c2ccccc2OC3c2ccncc2)cc1 (centres undefined)

assay / compound	21	22	23	24	25	26	27	28	29	30
Apoferritin bind	x	0%	-1%	u	-20%	-17%	x	-2%	-12%	-5%
APE1 inh	-14%	-7%	47%[activator]	6%	-4%	73%	x	x	-2%	4%
ALOX12 inh	-21%	-12%	-6%	0%	-5%	-30%	20%	u	31%[activator]	0%
TRHR ag	0.5	-0.3	0.1	-0.3	0.5	-0.1	x	-0.3	0.7	1.3
POLB inh	x	0%	3%	9%	-7%	0%	x	14%	35%	-6%
Pol kappa inh	-2%	8%	-12%	-6%	-1%	2%	-8%	-11%	-5%	-11%
ERG-DNA inh	-5%	11%	-5%	9%	-6%	-10%	7%	3%	11%	-5%
Pol iota inh	46%[activator]	16%	-4%	4%	52%[activator]	33%[activator]	3%	0%	5%	10%
BLM helicase inh	x	-2%	0%	-2%	18%	5%	x	2%	-3%	-7%

31	CC(NC(=O)C1C2C=CC(C2)C1C(=O)O)c1ccccc1 (centres undefined)
32	COC(=O)[C@H](CC(C)C)NC(=O)NC1CCCCC1C (some centres undefined)
33	COc1ccc(CNC(=O)CSc2nnc3c(n2)[nH]c2ccc(F)cc23)cc1
34	CC(C)c1ccc(CN(C(=O)c2ccco2)C2CCS(=O)(=O)C2)cc1 (centres undefined)
35	CC(=O)Nc1ccc(NC(=O)c2nc(S(=O)(=O)Cc3ccc(F)cc3)ncc2Cl)cc1
36	COc1cc(N/C(=N/S(=O)(=O)c2ccccc2)c2ccccc2)ncn1
37	Oc1ccccc1-c1nc(NCC2CCCO2)c2ccccc2n1 (centres undefined)
38	COc1ccc(C2(CNC(=O)C(=O)Nc3ccccc3C)CCCC2)cc1OC
39	O=C(c1csnn1)N1CCC[C@@]2(CCN(c3ncccn3)C2)C1
40	COc1cc(NC(=O)Cn2nnc(-c3ccccc3N)n2)cc(OC)c1

assay / compound	31	32	33	34	35	36	37	38	39	40
Apoferritin bind	-15%	-17%	-3%	-11%	-9%	-6%	-16%	-17%	x	-16%
APE1 inh	10%	1%	-5%[12.4 µM]	34%	x	11%	-8%	x	-1%	-4%
ALOX12 inh	0%	15%	-5%	-5%	-13%	-21%	28%	4%	-4%[57.4 µM]	21%
TRHR ag	0.6	0.2	0.2	-0.8	0.1	-0.5	0.6	-0.4	x	0.0
POLB inh	-2%	2%	-13%	16%	51%	-19%	-28%	-20%	x	16%
Pol kappa inh	0%	-13%	-14%	0%	u	0%	-7%	-14%	3%[60.1 µM]	-16%
ERG-DNA inh	-4%	5%	-5%	7%	-1%	4%	5%	-1%	x	x
Pol iota inh	2%	-2%[58.9 µM]	43%[activator]	109%[activator]	62%[activator]	-1%	1%	16%	x	-1%
BLM helicase inh	0%	0%	-10%	-1%	-3%	-5%	-8%	-3%	2%	-6%

From entry 1 as far as 5, as listed above:
1	N=c1c2c3c(sc2ncn1Cc1ccccc1)CCCC3
2	COc1ccc(S(=O)(=O)N2CCC(C(=O)N[C@@H](C)C(=O)N3CCCCCC3)CC2)cc1
3	CCOC(=O)c1oc2nc(C(C)C)c3c(c2c1N)CCC3
4	Cc1ccc(C)c(-n2c(SCC(=O)NC(C(=O)O)C(C)C)nnc2-c2cccc(Cl)c2)c1 (centres undefined)
5	O=C(Nc1cccc(F)c1)c1cccnc1NCCc1ccccc1

assay / compound	1	2	3	4	5
Apoferritin bind	-9%	4%	-3%	-6%	-14%
APE1 inh	15%	45%[activator]	-2%	-2%	-6%
ALOX12 inh	-9%	-2%	-6%	1%	u
TRHR ag	1.5	0.2	-0.7	0.2	1.2
POLB inh	-1%	-21%	1%	7%	17%
Pol kappa inh	2%	-3%	-10%	2%	-18%
ERG-DNA inh	14%	4%	-16%	-4%	-5%
Pol iota inh	9%	18%	-8%	101%[activator]	0%
BLM helicase inh	-14%	0%	-3%	-1%	-10%

(further entries)
41	CCn1c(C)cc(/C=C2\NC(=O)N(CC(=O)Nc3ccc(F)cc3)C2=O)c1C
42	COC(=O)c1ccc(NC(=O)C2CC(=O)N(c3cc(C)ccc3C)C2)cc1 (centres undefined)
43	O=C(CCCNS(=O)(=O)c1cccc2nsnc12)NCc1ccccc1
44	COc1ccc(S(=O)(=O)N(NC2=NS(=O)(=O)c3ccccc32)C(=O)C(C)C)cc1
45	O=C(COC(=O)c1ccncc1)Nc1cccc(Cl)c1
46	COc1cccc(CN(C)C(=O)Cn2cc(C)c(=O)[nH]c2=O)c1

assay / compound	41	42	43	44	45	46
Apoferritin bind	-17%	5%	-14%	2%	-19%	x
APE1 inh	31%	-9%	-7%	-1%	-1%	x
ALOX12 inh	u	i	-26%	-1%	0%	9%
TRHR ag	0.2	0.8	-0.5	0.1	0.5	x
POLB inh	1%	15%	1%	10%	5%	x
Pol kappa inh	-6%	-4%	-2%	8%	-1%	-25%
ERG-DNA inh	1%	5%	0%	-1%	0%	8%
Pol iota inh	62%[activator]	5%	7%	25%	-8%	-9%
BLM helicase inh	-4%	-4%	6%	-1%	-3%	x
